NLRP3 yeast inh: NALP3 inflammasome inhibitors in reconstituted yeast, primary screen, luminescence, uHTS | AID 2825, 2010 | inhibition, % at 10 µM | Yeast reconstituted NLRP3/ASC/caspase-1, beta-gal luminescence, 24 h | 330,000 tested, 0.39% active;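 active = inhibition of 50% or more; inactive = inhibition below 50%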;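 note: plate controls were induced DMSO wells for no effect and uninduced yeast grown without galactose for full effect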
HKDC1 inh: HKDC1 hexokinase inhibitors, primary screen, biochemical, fluorescence, uHTS; recombinant HKDC1, G6PDH/diaphorase resazurin coupled fluorescence; inhibition, % at 20 µM; Q2TB90; AID 493160, 2011; 340,000 tested, 0.16% active;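 active = inhibition above about 35% when tested at 20 µM, limit read from the data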;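 note: plate controls were DMSO wells with enzyme for no effect and DMSO wells lacking enzyme for full effect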
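Test system: recombinant HKDC1 (HK5) hexokinase enzyme, produced in-house / Doses: 20 µM test compound, 1% DMSO / Timing: 90 min, room temperature / Detection: G6PDH/diaphorase-coupled fluorescence, 1 mM NADP, 100 µM resazurin, 525/613 nm / Control set: DMSO wells with and without enzyme mix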
PfGluPho inh: PfG6PD enzyme inhibitors, primary screen, biochemical, fluorescence intensity, uHTS. 350,000 tested, 0.78% active. PfGluPho enzyme, NADPH resazurin-diaphorase fluorescence. inhibition, % at 20 µM. AID 504690, 2011;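 active = inhibition reaching at least a set limit at 20 µM in the primary screen, cut at about 59% in these data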;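 note: 0% = DMSO wells with substrate and 100% = DMSO wells lacking glucose-6-phosphate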
SENP6 inh: SENP6 protease inhibitors, primary screen, biochemical, luminescence, uHTS; 330,000 tested, 1.8% active; inhibition, % at 10 µM; AID 2599, 2010; Recombinant SENP6 catalytic domain, aminoluciferin luminescence;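 active = inhibition above about 50% at the single tested dose, limit read from the data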;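 note: plate controls were DMSO wells with enzyme for no effect and DMSO wells lacking enzyme for full effect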
Target sequence (Q9GZR1 628-1112 limits assumed): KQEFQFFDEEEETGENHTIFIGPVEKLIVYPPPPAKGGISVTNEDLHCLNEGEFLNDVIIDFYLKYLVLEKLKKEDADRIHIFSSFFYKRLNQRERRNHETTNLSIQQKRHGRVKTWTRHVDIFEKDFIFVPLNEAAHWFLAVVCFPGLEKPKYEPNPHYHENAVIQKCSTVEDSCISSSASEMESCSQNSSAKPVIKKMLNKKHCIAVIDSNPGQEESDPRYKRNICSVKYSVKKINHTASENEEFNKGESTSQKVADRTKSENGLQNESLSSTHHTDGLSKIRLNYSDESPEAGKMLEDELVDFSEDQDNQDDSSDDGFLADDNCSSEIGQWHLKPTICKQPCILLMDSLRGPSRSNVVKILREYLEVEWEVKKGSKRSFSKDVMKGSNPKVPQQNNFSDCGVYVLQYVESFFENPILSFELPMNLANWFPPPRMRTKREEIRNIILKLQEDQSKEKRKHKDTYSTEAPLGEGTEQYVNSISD
Apaf-1 inh: inhibitors of human Apaf-1 apoptosome, primary screen, biochemical, DEVD-Rh110 fluorescence, uHTS. Apoptotic protease-activating factor 1 (Homo sapiens), O14727. reconstituted apoptosome caspase-3 activity. inhibition, % at 20 µM. 330,000 tested, 0.71% active; active = inhibition of at least 40% at 20 µM;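 note: plate controls were DMSO wells for no effect and DEVD-CHO caspase inhibitor wells for full effect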
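System: reconstituted apoptosome with Apaf-1, cytochrome c, caspase-9, procaspase-3, dATP; Signal: Rh110 fluorescence intensity; Schedule: 30 min compound preincubation, 50 min activation, room temperature; Reagent: cytochrome c trigger plus (Z-DEVD)2-Rh110 caspase-3 substrate.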
SENP1 FRET inh: human SENP1 catalytic domain inhibitors, primary screen, biochemical, FRET, uHTS; recombinant SENP1 catalytic domain, CyPet-SUMO1-YPet FRET cleavage; inhibition, % at 10 µM; 360,000 tested, 0.21% active;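 active = inhibition at least 30% at 10 µM, raw YFP signal under a set limit, fluorescence ratio 0.5 to 1.5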;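 note: 0% = enzyme with DMSO and 100% = no enzyme wells; some results filed as inactive read as strong as hits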
Target sequence (Q9P0U3 419-644 limits assumed): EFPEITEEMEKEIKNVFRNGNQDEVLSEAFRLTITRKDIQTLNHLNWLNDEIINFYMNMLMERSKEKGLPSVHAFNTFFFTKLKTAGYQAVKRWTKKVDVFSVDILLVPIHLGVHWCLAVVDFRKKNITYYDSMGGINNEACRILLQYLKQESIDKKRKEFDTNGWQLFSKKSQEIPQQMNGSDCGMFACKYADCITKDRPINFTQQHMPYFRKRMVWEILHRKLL
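Assay system: hSENP1 catalytic domain, recombinant. Amount: SENP1 enzyme, 20 pM final. Schedule: 50 min reaction, RT, dark. Technique: FRET, CFP and YFP emission. Control set: no-enzyme wells low, DMSO-plus-enzyme wells high control.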
SENP8 block-1: SENP8 protease inhibitors, primary screen, biochemical, luminescence. AID 2540, 2010. Sentrin-specific protease 8 (Homo sapiens), Q96LD8. inhibition, % at 10 µM. purified SENP8, Z-RLRGG-aminoluciferin cleavage. 330,000 tested, 1.2% active; in the data active = inhibition above about 50%
Target sequence (Q96LD8 whole entry, looked up): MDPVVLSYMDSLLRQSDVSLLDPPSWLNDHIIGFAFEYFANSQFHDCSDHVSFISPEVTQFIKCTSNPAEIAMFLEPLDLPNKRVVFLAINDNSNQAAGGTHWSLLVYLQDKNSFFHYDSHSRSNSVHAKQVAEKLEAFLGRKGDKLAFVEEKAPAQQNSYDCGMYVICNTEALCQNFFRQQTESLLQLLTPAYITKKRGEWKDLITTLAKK
SENP7 block: SENP7 protease inhibitors, primary screen, biochemical, luminescence, uHTS; Sentrin-specific protease 7 (Homo sapiens), Q9BQF6; 330,000 tested, 1.5% active; recombinant SENP7, Z-RLRGG-aminoluciferin luminescence, 40 min; inhibition, % at 5 µM;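 active = inhibition above about 50% at the single test dose, limit read from the data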;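 note: plate controls were DMSO with enzyme for no effect and no enzyme buffer wells for full effect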
SENP8 block-2: human SENP8 protease inhibitors, primary screen, biochemical, fluorescence, Nedd8 protein substrate, uHTS; Sentrin-specific protease 8 (Homo sapiens), Q96LD8; recombinant SENP8; inhibition, % at 20 µM; 360,000 tested, 0.64% active; AID 602440, 2012; in the data active = inhibition mostly above about 40%, no sharp cut-off; inactive = mostly below about 27%
Starred values were filed as active, the others as inactive; . = not tested or not shown.

SMILES	NLRP3 yeast inh	HKDC1 inh	PfGluPho inh	SENP6 inh	Apaf-1 inh	SENP1 FRET inh	SENP8 block-1	SENP7 block	SENP8 block-2
O=C(NNC1=Nc2ccccc2SC1)c1ccc(F)cc1	8	-18	-23	0	-6	-2	-6	-9	24
O=C(Cn1cnc2ccccc2c1=O)c1ccc2c(c1)OCCO2	45	-11	-10	9	2	-3	-3	2	-6
COc1ccc2c(c1)CC/C(=C\c1ccc(OC)c(Cn3nc(C)cc3C)c1)C2=O	16	17	22	-2	29	-6	-9	-4	-13
O=C(CC(c1ccc(F)cc1)c1ccco1)N1CCCC1 (stereo not given)	0	0	7	-17	0	-5	2	-2	3
Cc1cccc(NC(=O)CSc2nnc(Cn3cnc4ccccc43)o2)c1	7	-11	-4	-3	-6	2	-2	-12	6
Cc1noc(C)c1COc1ccc(C(=O)NCCOc2ccccc2)cc1	18	-5	3	-10	3	0	-5	-7	-3
CC(Sc1nc2ccccc2[nH]1)C(=O)Nc1ccc2c(c1)OCCO2 (stereo not given)	-2	12	23	-1	-2	1	-1	1	0
Cc1cccc([C@@H]2[C@@H]3C(=O)N(Cc4ccccc4)C(=O)[C@@H]3[C@]3(Cc4ccccc4)C(=O)N(c4ccccc4)C(=O)N23)c1	13	-2	-9	-2	-5	1	8	-7	8
COc1ccccc1/C=N\N=C(\N)c1ccccn1	8	4	2	-18	8	-1	-4	18	26
C=CCn1c(NC(=O)CC)c(C(=O)OCC)sc1=S	21	-6	-1	14	1	-1	-4	0	11
CC(C)CCN1CCN(Cc2cccn2-c2ccc(Cl)cn2)CC1CCO (stereo not given)	1	-7	-4	6	0	-2	-3	-9	-3
COc1ccc(S(=O)(=O)N2CCN(C(=O)CC(C)C)CC2)cc1	5	-4	-2	10	-14	1	1	0	8
CCCC(=O)NC(c1ccco1)c1cc(Cl)c2cccnc2c1O (stereo not given)	1	-26	-3	-17	16	-32	-1	-1	-3
COc1ccc(C)cc1CN1C(=O)c2ccccc2C1=O	-33	-2	-15	-21	10	1	1	6	12
NS(=O)(=O)c1ccc(NC(=S)N2CCN(c3cccc(Cl)c3)CC2)cc1	19	-4	43	6	15	1	-1	7	25
CCOC(=O)c1oc2cccc(OC(C)=O)c2c1C	23	-4	5	43	7	3	29	14	20
Cc1ccc(N2C(=S)NC3c4cc(Cl)ccc4OC2(C)C3C(=O)N(C)C)cc1 (stereo not given)	2	3	-10	12	-9	2	9	0	23
CCN(CC(=O)NCc1ccc(F)cc1)C(=O)c1cc2ccccc2o1	0	5	9	-5	8	0	7	-5	5
CCOc1ccc2nc(NC(=O)c3ccc(OC)c(S(=O)(=O)N4CCOCC4)c3)sc2c1	5	1	13	1	22	3	-4	-10	-321
Cc1cc(C)n(CC2CC(=O)N(c3ccc(Cl)c(Cl)c3)C2=O)n1 (stereo not given)	19	-9	7	-3	15	0	-1	3	16
COc1ccc(CCNS(=O)(=O)c2ccc(-c3ccc(=O)[nH]n3)o2)cc1OC	2	0	-3	-3	-2	-2	4	-2	18
O=C(O)c1cccc(-c2ccc3c(c2)OCO3)c1	10	-4	-5	14	-12	2	-7	-2	0
CCOc1ccc(NC(=O)c2nc(SCC)ncc2Cl)cc1	21	-4	13	-17	10	0	-1	-3	11
Cc1c(CC(=O)O)c(=O)oc2c(C)c(OCc3c(F)cccc3Cl)ccc12	1	6	-25	-8	3	1	-3	-1	-295
O=C(CCCN1C(=O)c2ccccc2C1=O)Nc1c(C(=O)C2CC2)oc2ccccc12	5	-5	-26	5	16	1	2	-2	-33
Further results.
SMILES	NLRP3 yeast inh	HKDC1 inh	PfGluPho inh	SENP6 inh	Apaf-1 inh	SENP1 FRET inh	SENP8 block-1	SENP7 block	SENP8 block-2
COC1C(CO)OC(n2cnc3c(=S)nc(N)[nH]c32)C1O (stereo not given)	.	-5	35	.	.	0	.	.	-12
COc1ccc(OC)c(CN2CCN(C(=O)c3cc4ccccc4cc3O)CC2)c1	2	2	5	-4	18	1	8	-3	-54
Cc1ccsc1/C=N\NC(=O)CC(=O)NCc1ccccc1	20	8	86*	-7	0	0	1	4	14
CC1CC(OC(=O)CN2CCCCC2)CC(C)(C)C1 (stereo not given)	12	.	.	6	-3	.	3	0	.
COc1ccccc1-c1nc(SCC(=O)Nc2cc(C)on2)c2c(=O)n(C)c(=O)n(C)c2n1	4	5	-16	-9	19	2	3	6	-398
CC1CN(C(=O)c2cc([N+](=O)[O-])cc([N+](=O)[O-])c2)CC(C)O1 (stereo not given)	18	-6	-1	-13	0	2	-6	4	18
C/C=C(/C)C(=O)O[C@@H]1[C@H](OC(=O)C=C(C)C)c2c(ccc3ccc(=O)oc23)OC1(C)C	13	-5	10	-18	14	1	-7	0	-53
Cc1cc(=O)[nH]c(SCc2cn3ccccc3n2)n1	7	-4	6	-4	-3	-35	-5	6	7
COc1ccc(C)cc1S(=O)(=O)N(C)CC(=O)N1CCCC1	11	-5	-4	4	0	2	-11	0	7
Cc1cccc(-n2c(SCC(=O)Nc3ncc(Cl)cc3Cl)nc3ccccc32)c1	.	1	-17	.	.	1	.	.	1
Cc1ccc(S(=O)(=O)Nc2cccnc2)cc1	-12	-4	5	-13	-10	-2	-14	-5	-9
CN(C)C1(CNC(=O)c2cccc(S(=O)(=O)Nc3ccc(Br)cc3)c2)CCCCC1	20	-6	10	-8	25	1	-12	-12	5
Cc1nnn(-c2nonc2N)c1C(=O)N/N=C/c1cccc2ccccc12	3	-8	7	5	-13	0	0	-9	-45
Cc1ccc(-c2cc(C(=O)N/N=C/C(Br)=C/c3ccccc3)n[nH]2)o1	14	12	17	-16	21	1	-4	-4	-13
COC(=O)CC1C(=O)NCCN1C(=O)CSc1nc2cc(Cl)ccc2o1 (stereo not given)	-4	-10	1	3	0	1	-2	3	9
COc1cc(C(=O)N2CCN(c3ccccc3)CC2)c2ccccc2n1	.	-4	1	.	.	4	.	.	1
O=C(N/N=C/c1cc2c(cc1Br)OCO2)c1c[nH]c2ccccc12	-12	13	12	-11	8	3	-14	-14	-38
Cc1nnsc1C(=O)N1CCN(c2ccc(C#N)cn2)CC1	-6	-4	1	-6	-17	3	3	-5	20
CN1CCN(C(c2ccc(Br)cc2)c2cc(Cl)c3cccnc3c2O)CC1 (stereo not given)	57*	-11	7	-27	30	3	4	7	0
CCOC(=O)c1cc(S(=O)(=O)N(C)Cc2ccccc2)cn1C	15	-5	-12	18	-7	-3	1	-10	3
Cc1nn(-c2ccccc2)c(C)c1/C=N/n1c(-c2ccncc2)n[nH]c1=S	19	-2	37	-15	1	2	-2	-9	3
O=C(Nc1ccc2oc(-c3ccccc3Cl)nc2c1)c1ncn[nH]1	12	-4	-12	52*	1	-1	35	24	-257
COCCN1CCN(C(=O)c2ccc3c(c2)S(=O)(=O)c2ccccc2C3=O)CC1	6	2	1	-25	-3	.	6	-3	.
CCOC(=O)C1=C(C)N(c2ccccc2)C(=O)/C1=C\c1cccs1	9	3	1	-6	0	0	-5	1	10
CCCCC(=O)N/N=C/c1ccc(Sc2cccc3cccnc23)o1	17	-1	68*	-13	10	-8	4	10	-51
Cc1cccc(C(=O)NCCNC(=O)c2ccccn2)c1	-7	-6	-5	-30	8	-1	-10	-7	2
Cn1cc(S(=O)(=O)N2CCOCC2)cc1C(=O)NCc1ccccc1Cl	11	-4	0	-13	-8	1	-2	-1	4
Cc1cc(NC(=O)c2ccc3nccnc3c2)ccc1Br	27	4	46	32	14	-8	26	35	-8
Cc1ccccc1C(=O)Nc1ccnn1C1CCN(C(C)Cc2ccccc2F)CC1 (stereo not given)	13	-5	6	4	3	-24	-4	3	8
CC(C)N(CC(=O)Nc1ccc(Cl)cc1C(F)(F)F)C(=O)CCl	12	8	7	4	-12	3	3	0	18

Shown as a hit in NLRP3 yeast inh (from the list above):
compound | NLRP3 yeast inh | HKDC1 inh | PfGluPho inh | SENP6 inh | SENP1 FRET inh | SENP7 block
CN1CCN(C(c2ccc(Br)cc2)c2cc(Cl)c3cccnc3c2O)CC1 (stereo not given) | 57* | -11 | 7 | -27 | 3 | 7

Compounds listed so far with fluorine:
SMILES	NLRP3 yeast inh	HKDC1 inh	PfGluPho inh	SENP6 inh	Apaf-1 inh	SENP1 FRET inh	SENP8 block-1	SENP7 block	SENP8 block-2
O=C(NNC1=Nc2ccccc2SC1)c1ccc(F)cc1	8	-18	-23	0	-6	-2	-6	-9	24
O=C(CC(c1ccc(F)cc1)c1ccco1)N1CCCC1 (stereo not given)	0	0	7	-17	0	-5	2	-2	3
CCN(CC(=O)NCc1ccc(F)cc1)C(=O)c1cc2ccccc2o1	0	5	9	-5	8	0	7	-5	5
Cc1c(CC(=O)O)c(=O)oc2c(C)c(OCc3c(F)cccc3Cl)ccc12	1	6	-25	-8	3	1	-3	-1	-295
Cc1ccccc1C(=O)Nc1ccnn1C1CCN(C(C)Cc2ccccc2F)CC1 (stereo not given)	13	-5	6	4	3	-24	-4	3	8
CC(C)N(CC(=O)Nc1ccc(Cl)cc1C(F)(F)F)C(=O)CCl	12	8	7	4	-12	3	3	0	18

Record cards (already shown). Values in the order: NLRP3 yeast inh | HKDC1 inh | PfGluPho inh | SENP6 inh | Apaf-1 inh | SENP1 FRET inh | SENP8 block-1 | SENP7 block | SENP8 block-2
Record of Cc1nnn(-c2nonc2N)c1C(=O)N/N=C/c1cccc2ccccc12 = 3 | -8 | 7 | 5 | -13 | 0 | 0 | -9 | -45
Record of CC(C)N(CC(=O)Nc1ccc(Cl)cc1C(F)(F)F)C(=O)CCl = 12 | 8 | 7 | 4 | -12 | 3 | 3 | 0 | 18

3 entries already listed, arranged by their value in SENP7 block, falling:
mol | SENP7 block
CN1CCN(C(c2ccc(Br)cc2)c2cc(Cl)c3cccnc3c2O)CC1 (stereo not given) | 7
COc1ccc(C)cc1S(=O)(=O)N(C)CC(=O)N1CCCC1 | 0
COCCN1CCN(C(=O)c2ccc3c(c2)S(=O)(=O)c2ccccc2C3=O)CC1 | -3

Bioassay records from PubChem.
